D3 antag: qHTS of D3 Dopamine Receptor Antagonist: qHTS; D(3) dopamine receptor (Homo sapiens), P35462; D3R cells, DiscoveRx beta-arrestin luminescence, antagonist mode; active compounds read low; max response, negative = inhibition, %; actives 2.5% (n = 360,000); AID 652054, 2013; in the data active = max response below about -50%; inconclusive = no clear call, values can overlap the other calls; note: % is set by controls: 0 for no effect and ±100 for the full control effect; mostly tested at two doses, the higher about 12 µM
Target sequence (P35462 whole entry, looked up): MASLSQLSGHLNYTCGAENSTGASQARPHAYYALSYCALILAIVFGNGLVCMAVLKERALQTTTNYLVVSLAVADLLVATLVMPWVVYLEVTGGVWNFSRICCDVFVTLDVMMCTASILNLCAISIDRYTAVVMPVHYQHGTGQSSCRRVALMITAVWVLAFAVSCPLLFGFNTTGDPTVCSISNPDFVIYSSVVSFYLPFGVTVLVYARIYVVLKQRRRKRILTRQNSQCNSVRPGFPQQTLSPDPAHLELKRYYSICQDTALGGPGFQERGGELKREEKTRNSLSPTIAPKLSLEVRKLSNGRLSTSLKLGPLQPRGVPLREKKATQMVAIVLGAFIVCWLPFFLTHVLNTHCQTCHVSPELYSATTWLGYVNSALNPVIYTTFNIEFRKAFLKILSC
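Cells plated overnight at 1500 cells/well, then exposed to library compounds with dopamine controls for 90 minutes at 37 degrees C. DiscoveRx reagent added for 30–60 minutes at room temperature; luminescence read, quantitative HTS format.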
SW480 rereplic: A quantitative high throughput screen for small molecules that induce DNA re-replication in SW480 colon adenocarcinoma cells; AID 624297, 2012; SW480 DNA re-replication, Hoechst DNA content imaging, 48 h; actives 1.8% (n = 340,000); Potency, µM (titrated, usually from 46.1 µM), for the others: top-dose re-replication activation, most hits filed as activators; note: potency is the fitted concentration of half-maximal effect; % of control where 0% means no effect; nearly all actives have a fitted effect of over 55% in size
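Treated cells incubate 48 hr (37 C, 5% CO2), are stained 40 min with Hoechst, and nuclear fluorescence is enumerated; a rise in nuclei with high DNA signal marks re-replication.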
KB-V1 MDR tox: qHTS assay for MDR1-selective chemotherapeutics: Primary screen using the drug-selected MDR subline cells KB-V1 | KB-V1 MDR cells viability, CellTiter-Glo, 72 h | Potency, µM (top dose mostly 46.1 µM), without a hit: at the highest dose activity change, negative = cytotoxicity, usual class: cytotoxic | actives 3.4% (n = 400,000) | AID 1347076, 2019; note: potency is the fitted concentration of half-maximal effect; % is set by controls: 0 for no effect and ±100 for the full control effect; nearly all actives have a fitted effect of over 60% in size
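Following 72 h at 37 degrees C with compound, KB-V1 cell viability was read by CellTiter-Glo luminescence, medium being phenol-red-free DMEM plus 10% FBS; concentration-response parameters came from normalized, curve-fitted qHTS data.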
GLP-1R agonist: qHTS of GLP-1 Receptor Agonists. HEK293 GLP-1R CRE-luciferase, luminescence, 4-6 h; cells express a hypersensitive GLP-1R form. Potency, µM (titrated, usually from 45.6 µM), for inactives: at the top dose activation, hits mostly activators. actives 0.007% (n = 380,000). AID 624172, 2012; note: potency is the fitted concentration of half-maximal effect; % of control where 0% means no effect
Target sequence (P43220 whole entry, looked up): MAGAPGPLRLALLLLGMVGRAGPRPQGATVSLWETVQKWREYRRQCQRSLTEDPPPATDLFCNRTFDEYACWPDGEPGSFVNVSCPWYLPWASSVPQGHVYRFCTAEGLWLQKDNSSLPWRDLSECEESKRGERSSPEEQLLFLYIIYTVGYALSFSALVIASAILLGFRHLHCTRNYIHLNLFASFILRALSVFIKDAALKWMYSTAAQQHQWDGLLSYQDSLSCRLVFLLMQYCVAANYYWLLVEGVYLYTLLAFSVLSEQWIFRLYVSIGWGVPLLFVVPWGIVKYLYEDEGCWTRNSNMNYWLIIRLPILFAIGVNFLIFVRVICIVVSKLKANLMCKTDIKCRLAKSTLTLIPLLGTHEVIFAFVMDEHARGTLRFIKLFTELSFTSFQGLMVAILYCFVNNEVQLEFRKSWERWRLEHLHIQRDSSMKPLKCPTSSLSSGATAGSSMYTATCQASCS
HT1080 IDH1KD tx: qHTS for induction of synthetic lethality in tumor cells producing 2HG: qHTS for the HT-1080-IDH1KD cell line; actives 2% (n = 360,000); Potency, µM (top dose mostly 46.1 µM), inactives show at the top dose activity, negative = toxicity, actives largely listed as cytotoxic; HT-1080 IDH1 knockdown viability, ATP luminescence, 48 h;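 note: potency is the fitted concentration of half-maximal effect; 0% = DMSO wells and -100% = cell-free medium wells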
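Knockdown cells (IDH1KD HT-1080) received compounds 2 h after plating at 750 cells/well and were kept 48 h at 37 °C in 5% FBS RPMI. A CellTiter-Glo luminescence read gave % activity for curve fitting.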
KB-3-1 tox: qHTS assay for MDR1-selective chemotherapeutics: Primary screen using the parental adenocarcinoma cell KB-3-1; AID 1347075, 2019; Potency, µM (highest dose often 46.1 µM), inactives show at the highest dose activity change, negative = cytotoxic, usual class: cytotoxic; KB-3-1 viability, CellTiter-Glo ATP luminescence, 72 h; actives 1.4% (n = 400,000); note: potency is the fitted concentration of half-maximal effect; % is set by controls: 0 for no effect and ±100 for the full control effect; nearly all actives have a fitted effect of over 60% in size
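KB-3-1 cells, DMEM (no phenol red) + 10% FBS; compound by pin transfer, 72 h, 37 °C. Readout: CellTiter-Glo luminescence after 10 min. Data normalized, curve-fitted.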
HT1080-NT tox: qHTS for induction of synthetic lethality in tumor cells producing 2HG: qHTS for the HT-1080-NT fibrosarcoma cell line; Potency, µM (doses to about 46.1 µM), without a hit: at the highest dose activity, negative = less viability, most hits filed as cytotoxic; HT-1080-NT fibrosarcoma viability, CellTiter-Glo ATP luminescence, 48 h; actives 1.6% (n = 360,000); AID 686970, 2013;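 note: NT is the 2HG producing partner of a matched IDH1 knockdown line; potency is the fitted concentration of half-maximal effect; 0% = DMSO-treated cells and -100% = media-only wells without cells; nearly all actives have a fitted effect of over 55% in size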
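HT-1080-NT; 750 cells/well; 5% FBS RPMI; 48 h compound, 37 degrees C; CellTiter-Glo luminescence; curve fitting and curve-class assignment.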
DRD3 agonist: qHTS of D3 Dopamine Receptor Agonist: qHTS | actives 0.58% (n = 410,000) | D(3) dopamine receptor (Homo sapiens), P35462 | max activation, % | D3R DiscoveRx beta-arrestin cells, luminescence, 90 min; in the data active = max activation above about 30%; note: 0% is about no effect; mostly tested at two doses, the higher about 12 µM
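Agonist mode: compounds and dopamine controls were applied to plated cells for 90 min at 37 degrees C after an overnight attachment at 1500 cells/well. Luminescent read-out followed 30 - 60 minutes at room temperature with DiscoveRx detection reagent.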
IL-1B inflam inh: qHTS for Inhibitors of Inflammasome Signaling: IL-1-beta AlphaLISA Primary Screen. THP-1 LPS/ATP IL-1B secretion, AlphaLISA, 16 h; active compounds read low. actives 4.7% (n = 360,000). activity change, % at 57.5 µM; in the data active = activity change below about -50%; inconclusive = mostly about -30% to -49%; note: % is set by controls: 0 for no effect and ±100 for the full control effect
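THP-1 cells pretreated 1 hr with compounds (up to 57.5 uM final), then stimulated with LPS (250 ng/mL final) plus ATP (1.25 mM final); secreted IL-1B measured by AlphaLISA after 16 hr, decreased signal indicating inhibition.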
* = called active by the depositor; ? = inconclusive; · = no result given; & = joins results of further samples; [ ] = dose if it differs, or a comment. Unless noted, calls come from the whole dose curve; as a rule, active = well fitted curve in the direction sought with a large enough effect; inconclusive = small, poorly fitted or top-dose-only effect, or another doubt; inactive = no such curve, though single readings can be large; an effect the other way counts as inactive or inconclusive.

1	O=C(NC1CCCC1)C(c1ccncc1)N(Cc1ccccc1)C(=O)Cc1cccs1 (configuration not stated)
2	Nc1ccccc1C(=O)NCc1ccc(Cl)cc1
3	COc1ccc(CNC(=O)C2CCN(S(=O)(=O)c3c(C)noc3/C=C/N(C)C)CC2)cc1
4	CCOc1ccc(/C=N/NC(=O)Cc2csc(Nc3cccc(C(F)(F)F)c3)n2)cc1
5	Cc1csc(NC(=O)C2=COCCO2)n1
6	Nc1ccc(C(=O)N2CCN(S(=O)(=O)c3ccc(Br)cc3)CC2)cc1[N+](=O)[O-]
7	CCOc1ccccc1N1CC(C(=O)Nc2ccc3c(c2)OCCO3)CC1=O (configuration not stated)
8	COCCNC(=O)c1ccc2c(c1)NC(=O)CS2
9	COC(CN(C)C(=O)c1cn(C)c2ccc(S(=O)(=O)N(C)C3CCCCC3)cc2c1=O)OC
10	COc1ccc(/C=C2\SC(=O)N(CCNC(=O)CCS(=O)(=O)c3ccc(C)cc3)C2=O)cc1

assay / entry | 1 | 2 | 3 | 4 | 5 | 6 | 7 | 8 | 9 | 10
D3 antag | 4 | 11 | -7 | ? | 10 | -2 | 10 | -25 | 6 | 5
SW480 rereplic | -3% | 0% | -1% | -1% | -88%[inhibitor] | -13% | -5% | -5% | -1% | 4%
KB-V1 MDR tox | ? | -19% | 0% | ? | 12% | ? | -23% | ? | 28% | -14%
GLP-1R agonist | 3% | 0% | -4% | -20% | -4% | 12% | 1% | -18% | -8% | -1%
HT1080 IDH1KD tx | -25% | 10% | 2% | -27% | -27% | -1% | -8% | 4% | 10% | -7%
KB-3-1 tox | 2% | 4% | -10% | ? | -9% | 0% | -9% | 10% | 1% | 1%
HT1080-NT tox | 4% | 9% | 2% | -20% | -13% | 1% | 0% | 13% | 10% | -3%
DRD3 agonist | 0 | 7 | -8 | 4 | 4 | -12 | 4 | 6 | -10 | 5
IL-1B inflam inh | -7 | -13 | 35 | -9 | -3 | -4 | 7 | 31 | -4 | -12

Profiles, looked up by structure.
COCCNC(=O)c1ccc2c(c1)NC(=O)CS2 across the screens: D3 antag = -25; SW480 rereplic = -5%; KB-V1 MDR tox = ?; GLP-1R agonist = -18%; HT1080 IDH1KD tx = 4%; KB-3-1 tox = 10%; HT1080-NT tox = 13%; DRD3 agonist = 6; IL-1B inflam inh = 31
COC(CN(C)C(=O)c1cn(C)c2ccc(S(=O)(=O)N(C)C3CCCCC3)cc2c1=O)OC across the screens: D3 antag = 6; SW480 rereplic = -1%; KB-V1 MDR tox = 28%; GLP-1R agonist = -8%; HT1080 IDH1KD tx = 10%; KB-3-1 tox = 1%; HT1080-NT tox = 10%; DRD3 agonist = -10; IL-1B inflam inh = -4

(next part)
11	CCOc1ccc(C(Nc2cccnc2)c2cc(Cl)c3cccnc3c2O)cc1 (configuration not stated)
12	COc1cc(NCCCNC(C)C)c2nccc(C)c2c1
13	Cc1ccccc1-c1cc2nc(NCc3ccccc3F)n(C)c(=O)c2s1
14	CC(=O)c1cccc(NC(=O)COC(=O)c2ccc3c(c2)OCCO3)c1
15	O=C(c1ccncc1)N1CCN(C(=O)c2ccco2)CC1
16	CCOC(=O)c1c2c3c(c(Cl)ccc3[nH]c1=O)C(=O)c1ccccc1-2
17	COc1cc(/C=N/NC(=O)CNC(=O)c2ccncc2)ccc1OC(C)=O
18	c1ccc(OCCCc2nc(-c3ccccn3)no2)cc1
19	O=C(CN1C(=O)C2C3CC(C(Br)C3Br)C2C1=O)N1CCN(Cc2ccccc2)CC1 (configuration not stated)
20	Cc1nonc1NC(=O)CSc1ccc(-c2ccccc2)nn1
21	CCCNC(=O)C1(CC2CC(c3ccccc3)=NO2)CCN(C(=O)OC(C)(C)C)CC1 (configuration not stated)

assay / entry | 11 | 12 | 13 | 14 | 15 | 16 | 17 | 18 | 19 | 20 | 21
D3 antag | -58* | -21 | -15 | 3 | 6 | 8 | -5 | 10 | 4 | 11 | -27
SW480 rereplic | ? | ? | · | -4% | 1%[9.22 µM] | -22% | 4% | -1% | -9% | -12% | 2%
KB-V1 MDR tox | -20%&-15% | -1% | -1% | ? | 8% | -27% | ? | 1% | 8% | -24% | -8%
GLP-1R agonist | 3% | 4% | -1% | -7% | -4% | 9% | -5% | 15% | 0% | 2% | 10%
HT1080 IDH1KD tx | 15µM* | -21% | ? | 14% | 9% | -1% | 12% | 4% | 15% | 0% | 5%
KB-3-1 tox | ? | ? | 0% | -4% | -9% | -27% | 11% | 0% | 8% | -6% | 18%
HT1080-NT tox | -26% | -2% | ? | 3% | 14% | 2% | 15% | 6% | 0% | -25% | 0%
DRD3 agonist | 8 | -8 | -5 | 2 | -1 | 7 | 2 | 2 | -8 | 7 | 0
IL-1B inflam inh | 0 | -11 | ? | 36 | -6 | -85* | 3 | -4 | 2 | 17 | -13

11 entries from above, with values under each structure:
Values in the order – D3 antag, SW480 rereplic, KB-V1 MDR tox, GLP-1R agonist, HT1080 IDH1KD tx, KB-3-1 tox, HT1080-NT tox, DRD3 agonist, IL-1B inflam inh
8. COCCNC(=O)c1ccc2c(c1)NC(=O)CS2
    -25, -5%, ?, -18%, 4%, 10%, 13%, 6, 31
9. COC(CN(C)C(=O)c1cn(C)c2ccc(S(=O)(=O)N(C)C3CCCCC3)cc2c1=O)OC
    6, -1%, 28%, -8%, 10%, 1%, 10%, -10, -4
10. COc1ccc(/C=C2\SC(=O)N(CCNC(=O)CCS(=O)(=O)c3ccc(C)cc3)C2=O)cc1
    5, 4%, -14%, -1%, -7%, 1%, -3%, 5, -12
11. CCOc1ccc(C(Nc2cccnc2)c2cc(Cl)c3cccnc3c2O)cc1 (configuration not stated)
    -58*, ?, -20%&-15%, 3%, 15µM*, ?, -26%, 8, 0
12. COc1cc(NCCCNC(C)C)c2nccc(C)c2c1
    -21, ?, -1%, 4%, -21%, ?, -2%, -8, -11
13. Cc1ccccc1-c1cc2nc(NCc3ccccc3F)n(C)c(=O)c2s1
    -15, ·, -1%, -1%, ?, 0%, ?, -5, ?
14. CC(=O)c1cccc(NC(=O)COC(=O)c2ccc3c(c2)OCCO3)c1
    3, -4%, ?, -7%, 14%, -4%, 3%, 2, 36
15. O=C(c1ccncc1)N1CCN(C(=O)c2ccco2)CC1
    6, 1%[9.22 µM], 8%, -4%, 9%, -9%, 14%, -1, -6
16. CCOC(=O)c1c2c3c(c(Cl)ccc3[nH]c1=O)C(=O)c1ccccc1-2
    8, -22%, -27%, 9%, -1%, -27%, 2%, 7, -85*
17. COc1cc(/C=N/NC(=O)CNC(=O)c2ccncc2)ccc1OC(C)=O
    -5, 4%, ?, -5%, 12%, 11%, 15%, 2, 3
18. c1ccc(OCCCc2nc(-c3ccccn3)no2)cc1
    10, -1%, 1%, 15%, 4%, 0%, 6%, 2, -4

Screens deposited in PubChem BioAssay by National Center for Advancing Translational Sciences (NCATS).
